D2 antag = D2 dopamine receptor (human) antagonism; P14416; HEK293 TREx D2 cells, calcium flux, dopamine EC80; inhibition, % at 10 µM; 340,000 compounds, 2% hits; AID 485344; in the data active = inhibition above about 30%; also: 0% is about no effect
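Dopamine at EC80 is the agonist stimulus; test compounds precede it by 180 s. Calcium flux read kinetically in a force-coupled, inducible HEK293 T-REx D2 cell line.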
D2 agonist = activates the human D2 dopamine receptor | P14416 | HEK293 T-REx D2 cells, calcium flux agonist mode | activation, % at 2 µM | 340,000 compounds, 0.53% hits | AID 485358;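 active = activation over 3 SD above normal in the single-dose calcium agonist read, cut at about 30% in these data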; also: 0% is about no effect
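Tetracycline-induced HEK293 T-REx cells with force-coupled D2 receptor, plated overnight at 30 C, loaded with no-wash calcium dye. After a 10 s baseline, compound was pin-added and calcium flux read kinetically for 180 s; calcium rises flagged agonists.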
D1 antagonist = human D1 dopamine receptor antagonism; P21728; HEK293 TREx D1 cells, calcium flux, dopamine EC80; active compounds read low; activity change, negative = inhibition, % at 10 µM; 360,000 compounds, 3.2% hits; AID 504652; in the data active = activity change below about -30%; also: % is scaled to controls: 0 for no effect and ±100 for the full control effect
Target sequence (P21728 whole entry, looked up): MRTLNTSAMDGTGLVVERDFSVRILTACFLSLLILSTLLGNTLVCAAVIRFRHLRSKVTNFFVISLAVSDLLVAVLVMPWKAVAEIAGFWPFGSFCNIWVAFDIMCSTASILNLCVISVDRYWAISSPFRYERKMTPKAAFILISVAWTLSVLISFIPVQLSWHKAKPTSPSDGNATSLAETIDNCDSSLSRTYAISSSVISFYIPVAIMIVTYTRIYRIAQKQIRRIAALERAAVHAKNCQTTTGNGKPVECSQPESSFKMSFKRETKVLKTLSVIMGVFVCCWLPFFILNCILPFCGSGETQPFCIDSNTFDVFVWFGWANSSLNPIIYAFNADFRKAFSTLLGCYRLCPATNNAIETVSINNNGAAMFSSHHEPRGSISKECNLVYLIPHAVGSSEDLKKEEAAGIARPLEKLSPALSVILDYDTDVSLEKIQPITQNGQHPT
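Compound effects on dopamine-evoked calcium signalling were measured in tetracycline-induced HEK293 Trex D1 cells. Dopamine at EC80 followed a 180 s compound pre-read, and fluorescence was tracked kinetically for 180 s more.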
TRHR PAM = TRH receptor (human) allosteric enhancement; P34981; TRHR cells, fluo-8 calcium fluorescence, EC20 TRH enhancement; enhancement, % at 2 µM; 360,000 compounds, 0.66% hits; in the data active = enhancement above about 30%; also: 0% is about no effect
Target sequence (P34981 whole entry, looked up): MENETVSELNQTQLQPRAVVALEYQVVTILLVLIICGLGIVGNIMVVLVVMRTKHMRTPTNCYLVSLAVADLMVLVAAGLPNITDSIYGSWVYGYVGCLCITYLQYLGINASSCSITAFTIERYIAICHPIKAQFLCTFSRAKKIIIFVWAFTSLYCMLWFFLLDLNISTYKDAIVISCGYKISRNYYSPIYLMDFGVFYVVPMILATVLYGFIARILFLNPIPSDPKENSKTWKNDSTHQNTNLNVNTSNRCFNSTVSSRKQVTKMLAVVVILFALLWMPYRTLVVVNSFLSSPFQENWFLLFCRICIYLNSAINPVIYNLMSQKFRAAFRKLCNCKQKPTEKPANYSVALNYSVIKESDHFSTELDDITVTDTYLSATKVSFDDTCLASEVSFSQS
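Enhancer read-out: after compound pinning and an initial kinetic agonist-mode read, an EC20 of TRH (10 nM final) was injected and fluo-8 calcium signal (Ex 480/Em 530) followed at 1 s/cycle for 100 cycles in TRHR-expressing cells.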
TRHR agonist = agonists of human TRH receptor. P34981. TRHR cells, calcium flux fluo-8, FDSS agonist mode. activation, % at 2 µM. 360,000 compounds, 0.18% hits. AID 493084; also: 0% is about no effect
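In this calcium-flux screen, cells bearing human TRHR are dye-loaded with fluo-8, baselined for 10 cycles, then exposed to library compounds; positive kinetic calcium responses during the agonist phase mark hits, with TRH as control.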
D1 ag = human D1 receptor agonism; P21728; HEK293 T-REx D1 cells, calcium flux, agonist mode; activation, % at 2 µM; 360,000 compounds, 1% hits; also: 0% is about no effect
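Inducible HEK293 T-REx D1 cells, force-coupled to calcium signalling, were plated at 4000 cells/well with tetracycline and held overnight at 30 C. After no-wash calcium dye loading, compound-evoked calcium rise over 180 s flagged agonists.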
RXFP1 antagonist = antagonists of human relaxin receptor RXFP1; Q9HBX9; HEK293-RXFP1, relaxin-stimulated cAMP HTRF, 30 min; active compounds read low; activity change, negative = inhibition, % at 57.5 µM; 350,000 compounds, 0.59% hits; AID 1259400;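 active = activity change of -60% or lower, but not beyond a set lower limit; inconclusive = change between -60% and -40%, or beyond the set limit; inactive = change above -40%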; also: % is scaled to controls: 0 for no effect and ±100 for the full control effect
D2 potentiator = D2 dopamine receptor (human) potentiation. P14416. HEK293 T-REx D2, calcium flux, EC20 dopamine potentiation. potentiation, % at 10 µM. 340,000 compounds, 0.34% hits;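 active = potentiation over 3 SD above the plate norm, cut at about 30% in these data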; also: 0% is about no effect
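Cells plated with tetracycline inducer and held overnight at 30 C; calcium dye loaded 30–90 min at room temperature; baseline taken, compound added and read 180 s; EC20 dopamine then added and read 180 s.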
D1 PAM = potentiators of human D1 dopamine receptor; P21728; HEK293 TREx D1 cells, calcium flux, dopamine EC20 potentiation; potentiation, % at 10 µM; 360,000 compounds, 0.036% hits; in the data active = potentiation above about 30%; also: 0% is about no effect
Active calls of the source: *; ? = inconclusive; nt = no result given. Rule as the data show it, unless noted: active = activation above about 30%; inactive = the rest.

item	molecule	D2 antag	D2 agonist	D1 antagonist	TRHR PAM	TRHR agonist
1	CCOC(=O)C1CCN(C(=O)C(=O)c2cn(CC(=O)N3CCCCCC3)c3ccccc23)CC1	-13	0.0	-16	3	0.7
2	COc1ccc(/C=C/C(=O)OCC(=O)Nc2c(C)cccc2C)cc1	nt	nt	6	-2	-0.2
3	C#CCOCCOCCOCCNc1nc(N2CCN(C(=O)[C@H](CCCCN)n3cc([C@@H](N)CO)nn3)CC2)nc(N2CCN(C(=O)[C@H](Cc3ccc(O)cc3)n3cc([C@@H](N)CC(C)C)nn3)CC2)n1	0	-0.2	-22	-7	-0.6
4	Cc1ccc(NC(=O)CCNS(=O)(=O)c2cccc3nsnc23)cc1F	nt	nt	-9	1	-0.3
5	NNS(=O)(=O)c1ccc(Sc2ccccn2)c([N+](=O)[O-])c1	-4	0.0	4	2	0.2
6	Cc1cc(C)n(Cc2cccc(C(=O)N/N=C/c3cccnc3)c2)n1	-7	0.2	5	27	-0.3
7	C=C(C)Cn1c(-c2ccc(OC)cc2)nc2ccccc21	2	0.2	-1	-4	0.0
8	CCOC(=O)c1nc2sc3c(c2c(=O)n1C(C)C(=O)OCC)CCCC3 (centres undefined)	-21	0.7	-8	22	-0.5
9	O=C(NCc1ccccc1)c1ccc(CSc2nc3cccnc3n2Cc2ccccc2)cc1	nt	nt	-3	3	1.1
10	CCOc1ccc(C(=O)c2c(N)c(-c3nc(-c4ccc5c(c4)OCO5)cs3)c3ccccn23)cc1	nt	-0.7	-1	2	0.4
11	Cn1c(SCc2nc3ccccc3s2)nnc1-c1ccc2c(c1)OCO2	-33	0.2	-5	-2	-0.6
12	COc1ccccc1CNC(=O)CCC(=O)n1ncc2cc(C)ccc21	nt	nt	1	0	0.1
13	COc1ccc(-c2noc(N3CCCC(C(=O)Nc4ccc(F)cc4F)C3)n2)cc1 (centres undefined)	9	0.5	20	2	0.0
14	COc1ccc(Cl)cc1S(=O)(=O)N1CCN=C1c1ccccc1	-8	2.0	11	-3	0.5
15	O=C(COc1ccccc1Cl)Nc1ccc(Cl)cn1	9	-1.5	-10	-4	-0.3

item	D1 ag	RXFP1 antagonist	D2 potentiator	D1 PAM
1	2	-3	-1	3
2	-1	-5	nt	-2
3	2	nt	7	-6
4	-2	12	nt	-6
5	2	7	-2	0
6	0	5	-8	-5
7	7	-4	11	-9
8	0	-61*	9	-3
9	4	4	-6	4
10	0	3	5	0
11	0	-12	1	-4
12	2	5	-4	-4
13	2	5	-5	-7
14	2	-9	-7	-2
15	3	-8	-22	0

Remaining list, next part:
item	molecule	D2 antag	D2 agonist	D1 antagonist	TRHR PAM	TRHR agonist
16	COC(=O)CSc1snnc1-c1ccc(Cl)c(Cl)c1	-3	0.3	-18	-4	-0.4
17	O=C(CN1C(=O)NC2(CCCC2)C1=O)N1CCN(S(=O)(=O)c2ccccc2[N+](=O)[O-])CC1	8	0.1	14	-6	0.5
18	CCOC(=O)c1c(NC(=S)Nc2ccccc2)sc2c1CC(C)(C)SC2	-5	0.0	11	7	0.1
19	CCCOc1ccc(/C=C/C(=O)OCC(=O)N(C)c2c(N)n(Cc3ccccc3)c(=O)[nH]c2=O)cc1OCC	4	0.2	-17	4	-0.5
20	Cc1ccc(Cl)cc1NC(=O)C1CCC(CNS(=O)(=O)c2cccc3nsnc23)CC1 (centres undefined)	nt	0.5	9	-5	-0.1
21	COc1cccc(-c2ccc3c(N)c(C(=O)c4ccc(F)cc4)sc3n2)c1	nt	19	-10	8	24
22	CC(C)c1ccc(S(=O)(=O)N2CCN(C(=O)c3cccc(F)c3)CC2)cc1	14	-0.7	-68*	-9	0.5
23	CC(C)NC(=O)Cn1cnc2c(cnn2-c2ccc(F)cc2)c1=O	4	1.2	0	-9	0.3
24	Cc1cccc(NC(=O)C2CCN(S(=O)(=O)c3ccc4ccccc4c3)CC2)n1	9	1.0	4	1	-0.2
25	CCOC(=O)C1CCC(CN(Cc2ccc(Cl)cc2)S(=O)(=O)c2ccc(F)c(C(=O)Nc3cccc(F)c3)c2)CC1 (centres undefined)	nt	-0.4	-1	5	0.6
26	O=C(c1cc(-c2cccs2)on1)N1CCc2ccccc2C1	-26	0.2	8	3	0.1
27	Cc1cc(C)cc(OC(=O)COc2ccccc2C)c1	10	-1.5	5	-12	0.8
28	c1ccc(OCCCCN2CCCCC2)cc1	0	0.8	1	3	0.6
29	COc1cccc(CNc2nn[nH]n2)c1OC	-14	0.9	4	17	1.3
30	COc1ccc(C2=NNC(c3ccco3)=Nc3ccc(F)cc32)cc1	-15	-0.7	-20	8	-0.1

item	D1 ag	RXFP1 antagonist	D2 potentiator	D1 PAM
16	6	7	3	-5
17	-1	5	8	-4
18	3	?	3	0
19	9	-6	0	-4
20	1	-4	-7	-1
21	150*	nt	-24	-4
22	0	-2	5	-2
23	1	-10	9	-3
24	3	-30	-3	-11
25	-2	-3	3	-1
26	0	-12	10	-3
27	8	-8	9	2
28	4	10	-14	0
29	0	-6	16	2
30	0	-1	11	0

Later entries:
item	molecule	D2 antag	D2 agonist	D1 antagonist	TRHR PAM	TRHR agonist
31	Cc1sc2ncn(CC(=O)NCCCOC(C)C)c(=O)c2c1S(=O)(=O)N1CCN(c2ncccn2)CC1	-15	0.3	-64*	-3	0.2
32	O=C(CCC(=O)c1ccc(Cl)cc1)NCc1ccccc1	-28	0.3	-5	3	-0.5
33	COc1ccc(/C=C2\CCc3ccccc3C2=O)cc1Cn1nc(C)cc1C	7	3.1	7	3	4.3
34	CCS(=O)(=O)N1CCC(C(=O)NCCc2ccccc2)CC1	7	0.7	4	-2	1.1
35	Cc1ccccc1NC(=O)c1cccc2nc3ccccc3nc12	-9	0.6	-25	-3	-0.4
36	O=S(=O)(NCc1ccc(Cl)cc1)c1ccc2[nH]c3c(c2c1)CCCC3	nt	0.1	-5	5	-0.8
37	COC(=O)c1cc(Cl)c(NC(=O)/C=C/c2ccc(OC)c(OC)c2)cc1OC	6	-0.4	-6	10	0.3
38	COc1cc(OC)c(OC)cc1CNC(=O)c1ccc(S(=O)(=O)N2CCCCC2)cc1	-4	-1.4	-6	-1	0.1
39	COc1ccccc1NC(=O)c1cc2n(n1)C(C(F)(F)F)CC(c1ccc3c(c1)OCO3)N2 (centres undefined)	-1	0.2	1	-4	0.4
40	Cc1ccc(N2C(=O)c3ccc(N)cc3C2=O)cc1	nt	nt	-6	7	3.0
41	Cn1cc(C(C[N+](=O)[O-])c2ccccc2)c2ccccc21 (centres undefined)	-4	0.2	-2	12	-1.4
42	Cc1ccc(F)cc1NC(=O)c1cccc2nccnc12	-18	-1.2	12	4	-1.1
43	CN(C)S(=O)(=O)c1cccc(C(=O)Nc2ccccc2[N+](=O)[O-])c1	1	1.5	-4	-1	0.9
44	Cc1ccc(S(=O)(=O)n2nc(C)c(S(=O)(=O)N3CCCCCC3)c2C)cc1	nt	-0.3	18	-2	-0.1
45	O=C(Nc1nc2ccc(Cl)cc2s1)c1cc(=O)c2ccccc2o1	nt	-0.2	-16	10	0.8

item	D1 ag	RXFP1 antagonist	D2 potentiator	D1 PAM
31	1	-5	0	-14
32	0	14	11	-2
33	6	2	-8	-1
34	2	-3	-6	0
35	1	-4	-4	1
36	3	-10	-6	-2
37	10	66	16	9
38	0	6	5	1
39	-2	-28	-4	6
40	1	-4	nt	-3
41	-1	-12	2	-9
42	-2	-3	10	-6
43	4	-1	9	-1
44	4	nt	-7	-2
45	8	-10	7	1

Filtered by structure: the entries above with a thiophene ring, fused or not
item	molecule	D2 antag	D2 agonist	D1 antagonist	TRHR PAM	TRHR agonist
8	CCOC(=O)c1nc2sc3c(c2c(=O)n1C(C)C(=O)OCC)CCCC3 (centres undefined)	-21	0.7	-8	22	-0.5
18	CCOC(=O)c1c(NC(=S)Nc2ccccc2)sc2c1CC(C)(C)SC2	-5	0.0	11	7	0.1
21	COc1cccc(-c2ccc3c(N)c(C(=O)c4ccc(F)cc4)sc3n2)c1	nt	19	-10	8	24
26	O=C(c1cc(-c2cccs2)on1)N1CCc2ccccc2C1	-26	0.2	8	3	0.1
31	Cc1sc2ncn(CC(=O)NCCCOC(C)C)c(=O)c2c1S(=O)(=O)N1CCN(c2ncccn2)CC1	-15	0.3	-64*	-3	0.2

item	D1 ag	RXFP1 antagonist	D2 potentiator	D1 PAM
8	0	-61*	9	-3
18	3	?	3	0
21	150*	nt	-24	-4
26	0	-12	10	-3
31	1	-5	0	-14

Marked active in RXFP1 antagonist, among the entries above:
nr	SMILES	D2 antag	D1 antagonist	TRHR PAM	TRHR agonist	D1 ag	RXFP1 antagonist	D2 potentiator	D1 PAM
8	CCOC(=O)c1nc2sc3c(c2c(=O)n1C(C)C(=O)OCC)CCCC3 (centres undefined)	-21	-8	22	-0.5	0	-61*	9	-3

Other structures:
item	molecule	D2 antag	D2 agonist	D1 antagonist	TRHR PAM	TRHR agonist
46	CCOC(=O)N1CCN(C(=O)COC(=O)c2oc3ccc(OC)cc3c2C)CC1	1	-1.5	-6	-3	-0.3
47	Cc1ccc(OCC(=O)NC(=S)Nc2ccc(Br)c(C)n2)cc1	-8	0.2	-24	1	0.0
48	COc1ccc(N(CC(=O)NCc2cccnc2)S(=O)(=O)c2ccc(C)c([N+](=O)[O-])c2)cc1	6	-0.5	13	-5	-0.3
49	Cc1noc(/C=C/c2cccnc2)c1[N+](=O)[O-]	6	1.5	2	-4	0.5
50	Nc1nc(Cl)cc(N2CCCC2)n1	2	1.2	-1	3	0.0
51	CC1CCCC(NC(=O)CCCn2c(=S)[nH]c3ccccc3c2=O)C1C (centres undefined)	13	-0.4	16	-6	0.6
52	Oc1cccc(Nc2ncnc3sc4c(c23)CCCC4)c1	nt	0.5	3	6	-0.4
53	CCOC(=O)C1CCN(C(=O)CN2C(=O)CSc3ccc(S(=O)(=O)N4CCOCC4)cc32)CC1	8	0.2	0	0	-0.1
54	Cc1ccc(NC(=O)CNC(=O)N2CC(=O)Nc3ccccc32)cc1F	-5	-0.5	-2	-4	0.5
55	O=C1CCC(C(=O)N2CCCCCCC2)CN1Cc1cccc(C(F)(F)F)c1 (centres undefined)	10	0.8	-11	-5	0.9
56	CCC(=O)Nc1ccc(S(=O)(=O)Nc2ccc(Cl)nn2)cc1	0	0.3	-9	6	0.0
57	Cc1ccc(NC(=O)C[n+]2cc(-c3ccc(C)cc3)n3c2CCC3)cc1	nt	nt	-1	-3	0.4

item	D1 ag	RXFP1 antagonist	D2 potentiator	D1 PAM
46	1	-23	0	-4
47	2	-9	6	-7
48	0	7	-8	-4
49	4	-1	-11	-9
50	1	-3	6	-1
51	-1	nt	12	-5
52	0	nt	13	5
53	2	11	-14	2
54	3	7	-11	-10
55	7	-16	-6	-2
56	2	-9	10	-4
57	3	-15	nt	-1

Assay outcomes from PubChem BioAssay.
